Assay outcomes from PubChem.
D1 antag: blocks dopamine activation of the human D1 receptor. P21728. HEK293 TREx D1 cells, calcium flux, dopamine EC80; active compounds read low. activity change, negative = inhibition, % at 10 µM. actives 3.2% (n = 360,000). AID 504652; in the data active = activity change below about -30%; also: % is scaled to controls: 0 for no effect and ±100 for the full control effect
Target sequence (P21728 whole entry, looked up): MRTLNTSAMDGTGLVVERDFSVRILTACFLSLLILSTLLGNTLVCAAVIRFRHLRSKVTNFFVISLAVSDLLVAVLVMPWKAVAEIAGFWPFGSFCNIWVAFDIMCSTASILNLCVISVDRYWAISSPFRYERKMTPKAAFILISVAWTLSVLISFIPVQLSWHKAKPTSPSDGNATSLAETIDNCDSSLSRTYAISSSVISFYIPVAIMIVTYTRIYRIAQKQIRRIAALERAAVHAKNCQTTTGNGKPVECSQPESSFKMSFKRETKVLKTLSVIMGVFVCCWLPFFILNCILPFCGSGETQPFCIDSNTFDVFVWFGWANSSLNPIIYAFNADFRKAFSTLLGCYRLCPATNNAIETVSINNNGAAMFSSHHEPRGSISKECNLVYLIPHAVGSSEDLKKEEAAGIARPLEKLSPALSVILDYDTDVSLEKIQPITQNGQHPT
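Tetracycline-induced HEK293 Trex D1 cells, force-coupled to calcium, dye-loaded; compounds added and read 180 s, then EC80 dopamine added and calcium flux tracked kinetically another 180 s.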
LDHA block: LDHA (human) enzyme inhibition | purified LDHA, NADH/diaphorase-resazurin fluorescence; active compounds read low | activity change, % (values are at about 110 or 230 µM) | actives 0.15% (n = 480,000); in the data active = activity change below about -30%; inconclusive = mostly about -25% to -30%;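 also: plate controls were DMSO wells for no effect and wells without enzyme for full effect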
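Human LDH5 at 2 nM final in Tris HCl pH 7.4 with 0.06 mM NADH and 0.2 mM pyruvate, reacted 5 minutes at room temperature. Remaining NADH coupled via diaphorase/resazurin; resorufin fluorescence read at 0 and 20 minutes, normalized to enzyme-free and DMSO wells.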
Vif-APOBEC3G blk: Vif-A3G binding inhibition; Q9HC16; HeLa A3G-eYFP + Vif (tagged APOBEC3G with the HIV-1 protein that degrades it), YFP fluorescence, overnight; Potency, µM (series often up to 46.1 µM), for the others: at the top dose activity, negative = active, actives largely listed as inhibitors; actives 0.076% (n = 410,000); AID 602310;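 also: potency is read from the fitted curve at half-maximal effect; % is scaled to controls: 0 for no effect and ±100 for the full control effect; nearly all actives have a fitted effect of over 60% in size; hits raise eYFP signal because A3G escapes Vif-driven loss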
Target sequence (Q9HC16 whole entry, looked up): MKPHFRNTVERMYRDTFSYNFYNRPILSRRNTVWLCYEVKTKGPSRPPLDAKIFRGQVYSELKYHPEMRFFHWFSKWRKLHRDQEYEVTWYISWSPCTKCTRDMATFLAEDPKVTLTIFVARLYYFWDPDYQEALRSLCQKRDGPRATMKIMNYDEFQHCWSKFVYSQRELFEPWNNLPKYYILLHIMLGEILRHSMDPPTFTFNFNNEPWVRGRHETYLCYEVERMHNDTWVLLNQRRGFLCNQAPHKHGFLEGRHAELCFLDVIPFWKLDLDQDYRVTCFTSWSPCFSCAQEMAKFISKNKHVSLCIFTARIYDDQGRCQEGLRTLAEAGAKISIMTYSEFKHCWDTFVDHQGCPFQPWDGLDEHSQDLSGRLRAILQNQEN
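HeLa cells stably expressing Vif and C-terminally eYFP-tagged A3G, seeded overnight at 37 deg C, then exposed to compound by pintool overnight at 37 deg C. Rise in yellow fluorescence (Ex 488/Em 500-530, Acumen) marks blocked Vif-driven A3G degradation.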
Vif-APOBEC3F blk: blocks the Vif interaction with APOBEC3F; Potency, µM (top dose mostly 46.1 µM), for the others: top-dose activity, negative = active; AID 602313; actives 0.2% (n = 390,000); HeLa A3F-eYFP + Vif (tagged APOBEC3F with the HIV-1 protein that degrades it), YFP fluorescence increase; also: potency is read from the fitted curve at half-maximal effect; % of control where 0% means no effect; nearly all actives have a fitted effect of over 65% in size
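HeLa cells stably expressing Vif plus C-terminally eYFP-tagged A3F were seeded, incubated overnight at 37 deg C, dosed with compound, incubated overnight again at 37 deg C. Yellow fluorescence (Ex 488/Em 500-530) reported blocked Vif-mediated A3F-eYFP degradation.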
RXFP1 ag: activates the human relaxin receptor RXFP1. AID 2676. HEK293T-RXFP1 cAMP TR-FRET, 30 min; response scale: percent of porcine relaxin response, buffer zero. Q9HBX9. Potency, µM (highest dose often 57.5 µM), for inactives: at the top dose activation, most hits filed as activators. actives 0.3% (n = 370,000); also: potency is read from the fitted curve at half-maximal effect; % is scaled to controls: 0 for no effect and ±100 for the full control effect; nearly all actives have a fitted effect of over 60% in size; many of its hits are not listed in these tables
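cAMP rise read by TR-FRET after 30 min, 37C compound exposure (up to 58 uM) in RXFP1-transfected HEK293 cells with Ro 20174 present. EC50 from Hill-equation fits, with 29 nM porcine relaxin as 100% and buffer as basal.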
D1 ag: agonists of human D1 dopamine receptor; activation, % at 2 µM; P21728; actives 1% (n = 360,000); HEK293 T-REx D1 cells, calcium flux, agonist mode; in the data active = activation above about 30%; also: 0% is about no effect
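Agonism was scored from calcium flux recorded over 180 s (1 read/s) after pintool compound addition, following a 10-cycle baseline. Cells were inducible force-coupled HEK293 TREx D1, plated overnight at 30 C and loaded with no-wash calcium dye.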
D2 PAM: positively modulates the human D2 dopamine receptor allosterically; HEK293 T-REx D2, calcium flux, EC20 dopamine potentiation; potentiation, % at 10 µM; actives 0.34% (n = 340,000);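 active = potentiation over 3 SD above the plate norm, cut at about 30% in these data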; also: 0% is about no effect
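Using a no-wash calcium dye in inducible, force-coupled HEK293 Trex cells expressing D2, we tracked fluorescence each second for 180 s after compound, then for 180 s after EC20 dopamine to detect augmented signalling.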
D1 potentiator: enhances dopamine response at the human D1 receptor. P21728. HEK293 TREx D1 cells, calcium flux, dopamine EC20 potentiation. actives 0.036% (n = 360,000). potentiation, % at 10 µM; in the data active = potentiation above about 30%; also: 0% is about no effect
Glioma ERSR ind: induces the endoplasmic reticulum stress response in human glioma cells. Potency, µM, without a hit: at the highest dose activation, most hits filed as activators. AID 602332. U87-MG GRP78 promoter luciferase reporter, 16 h. actives 0.02% (n = 420,000); also: potency is read from the fitted curve at half-maximal effect; series mostly up to about 76 µM; % of control where 0% means no effect; nearly all actives have a fitted effect of over 35% in size
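Stably transfected U87-MG human glioma cells carrying a GRP78-based luminescent sensor were seeded at 1000 cells/well, pin-dosed with compounds and incubated 16 h. Luciferase reagent was then added, and end-point luminescence was read after 10 min at room temperature.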
Active calls of the source: *; ? = inconclusive; nt = not tested or not shown; & = joins results of further samples. Unless noted, calls follow the shape of the dose curve; as a rule, active = well fitted curve in the direction sought with a large enough effect; inconclusive = small, poorly fitted or top-dose-only effect, or another doubt; inactive = no such curve, though single readings can be large; an effect the other way counts as inactive or inconclusive. An excerpt; the hit share may differ from the screen's.

nr	SMILES	D1 antag	LDHA block	Vif-APOBEC3G blk	Vif-APOBEC3F blk	RXFP1 ag
1	COC(=O)c1c(C)[nH]c(C(=O)CN2CCOCC2)c1C	7	-8	3%	2%	1.1%
2	O=C(C=Cc1cccnc1)c1ccccc1	nt	-4	-29%	4%	nt
3	Cc1nnc(N2CCCCC2)c2ccccc12	2	-4	0%	-3%	0.1%
4	O=C(Nc1ccc2c(c1)OCCO2)C1CCCN1S(=O)(=O)c1ccc(Cl)cc1 (centres undefined)	-18	-5	-4%	-5%	0.4%
5	CCc1ccc(CNC(=O)C2CCN(c3nnc(-n4c(C)ccc4C)s3)CC2)cc1	13	-5	nt	nt	-0.2%
6	CCc1ccccc1N(C)S(=O)(=O)c1ccc2[nH]cc(C(=O)NCCOC)c(=O)c2c1	-8	-4	3%	2%	0.9%
7	Cc1cc(C)cc(NC(=O)COC(=O)CCC2CCCC2)c1	1	1	-1%	-2%	1.3%
8	CC(C)(C)NC(=O)NC(=O)COC(=O)c1ccco1	-4	-4	1%	-1%	0.6%
9	CS(=O)(=O)Nc1ccc(S(=O)(=O)N2CCOCC2)cc1	-1	-9	8%	-13%	-0.6%
10	CCS(=O)(=O)Nc1ccc(C(=O)OC)cc1	5	5	0%	2%	-0.3%
11	COc1ccc(C(C)=O)cc1COC(=O)CNC(=O)c1ccccc1F	4	-9	0%	-23%	0.2%
12	O=C(CCc1ccccc1)Nc1ccncc1	-15	-5	0%	-5%	1.6%

nr	D1 ag	D2 PAM	D1 potentiator	Glioma ERSR ind
1	1	-4	-6	-1%
2	nt	nt	nt	-6%
3	0	-15	9	-3%
4	1	-7	-4	-2%
5	-2	-5	-3	nt
6	3	-2	2	-2%
7	2	-6	-4	2%
8	2	12	-1	4%
9	4	-2	7	-1%
10	-2	nt	-1	-4%
11	1	10	-4	-1%
12	6	-7	-3	-1%

Following part
nr	SMILES	D1 antag	LDHA block	Vif-APOBEC3G blk	Vif-APOBEC3F blk	RXFP1 ag
13	Cc1cc(C(=O)O)cc(S(=O)(=O)Nc2ccccc2C(=O)NC2CC2)c1C	-27	-8	0%	3%	0.4%
14	CC(OC(=O)C1=Cc2ccccc2OC1)C(=O)NCc1ccco1 (centres undefined)	2	-9	0%	-14%	-1.6%
15	CCOC(=O)CSC1=NN2CCS(=O)(=O)N=C2S1	15	-1	0%	-3%	-1.3%
16	CCN1C(=NCCCCO)N[C@@H](c2cccc(C(F)(F)F)c2)C(C(=O)OC)=C1C	-4&-11	-3	-1%	0%	2.8%&1.2%
17	CC(C)Oc1ccc(/C=C(/NC(=O)c2ccccc2)C(=O)NCCC(=O)O)cc1	-16	-11	-1%	7%	0.9%
18	CC(C)(C)NC(=O)NC(=O)COC(=O)COc1ccc2c(c1)CCC2	4	-5	-7%	-1%	2.1%
19	Nc1ccc(N2C(=O)c3ccccc3C2=O)c(Cl)c1	-46*	-9	-1%	4%	-0.9%
20	Cc1cc(Nc2ccccc2)n(-c2ccc(Br)cc2)n1	-16	-3	?	1%	0.2%
21	CCCCN(C)c1ncnc2c1cnn2-c1cccc(Cl)c1	3	-11	3%	-9%	-0.3%
22	CCOc1ccc(-c2csc(/C(C#N)=C\c3ccc(O)c([N+](=O)[O-])c3)n2)cc1	-27	-5	0%	6%	-0.1%
23	CN(C)CCCNC(=O)C(=O)Nc1cc2c3c(c1)CC(=O)N3CCC2	-7	-1	2%	-6%	-3.2%
24	CCOC(=O)/C=C/c1nc(C(=O)OCC)c(C)c(=O)[nH]1	-3	-5	-1%	-2%	1.6%

nr	D1 ag	D2 PAM	D1 potentiator	Glioma ERSR ind
13	0	nt	-9	-3%
14	3	3	-1	-2%
15	-4	0	-1	-3%
16	2&6	-13	-2&-7	-7%
17	1	8	-1	-8%
18	2	16	-5	-5%
19	-1	13	-3	-4%&-4%
20	1	-6	-6	-2%
21	0	21	0	3%
22	-1	-3	0	-2%
23	1	14	11	3%
24	3	1	2	-4%

(cont.)
nr	SMILES	D1 antag	LDHA block	Vif-APOBEC3G blk	Vif-APOBEC3F blk	RXFP1 ag
25	Cc1cc(Br)ccc1NC(=O)CN1CCN(c2ccccn2)CC1	-17	-1	1%	0%	-2.3%
26	O=C(N/N=C\c1cn[nH]c1-c1ccccc1)c1cccnc1	nt	-8	1%	-1%	0.1%
27	O=C(NC1CCCCC1)c1ccc(CSc2nc3ccncc3n2Cc2cccc(F)c2)cc1	-5	0	4%	0%	5.4%
28	NCCCC[C@@H](C(=O)N1CCNCC1)n1cc(CN)nn1	6	3	4%	3%	-1.6%
29	Cc1ccc(N(CCCCN2C(=O)c3ccccc3C2=O)C(=O)c2cccs2)cc1	8	-3	4%	-8%	2.2%
30	CC(C)(C)C1CCC(=NOC(=O)c2ccc(F)cc2)CC1 (centres undefined)	2	-2	0%	-5%	0.4%
31	Cc1nnc(SCC(=O)Nc2ccc(-c3nc4ccccc4s3)cc2)s1	-15	-2	1%	-9%	4.2%
32	CN(CCOc1ccc(Cl)cc1)C(=O)C1=CC=CN2CCS(=O)(=O)N=C12	nt	-2	1%	-3%	nt
33	CCC(C)n1c(-c2cccc(S(=O)(=O)N(CC)CC)c2)n[nH]c1=S (centres undefined)	0	-1	-2%	-8%	3.1%
34	COc1cccc(C(=O)NNS(=O)(=O)c2ccc(C)cc2)c1	-3	-1	0%	0%	0.8%
35	COCCn1c(SCC(=O)Nc2ccc3c(c2)CCC3)nc2ccccc2c1=O	5	-4	1%	1%	-2.0%
36	COc1ccc(Cl)cc1NC(=O)c1cc(C)nn1-c1ccccc1	-9	0	nt	nt	0.6%

nr	D1 ag	D2 PAM	D1 potentiator	Glioma ERSR ind
25	0	-4	0	-1%
26	1	-2	-4	-3%
27	19	2	-5	-1%
28	2	13	3	-1%
29	2	-2	2	-3%
30	-1	1	-2	-5%
31	3	nt	1	4%
32	nt	nt	nt	-1%
33	1	-4	0	-3%
34	2	12	-2	-3%
35	1	-4	3	2%
36	3	-10	0	nt

Reformatted: 4 of the compounds above.
29	Cc1ccc(N(CCCCN2C(=O)c3ccccc3C2=O)C(=O)c2cccs2)cc1
  D1 antag: 8
  LDHA block: -3
  Vif-APOBEC3G blk: 4%
  Vif-APOBEC3F blk: -8%
  RXFP1 ag: 2.2%
  D1 ag: 2
  D2 PAM: -2
  D1 potentiator: 2
  Glioma ERSR ind: -3%
30	CC(C)(C)C1CCC(=NOC(=O)c2ccc(F)cc2)CC1 (centres undefined)
  D1 antag: 2
  LDHA block: -2
  Vif-APOBEC3G blk: 0%
  Vif-APOBEC3F blk: -5%
  RXFP1 ag: 0.4%
  D1 ag: -1
  D2 PAM: 1
  D1 potentiator: -2
  Glioma ERSR ind: -5%
31	Cc1nnc(SCC(=O)Nc2ccc(-c3nc4ccccc4s3)cc2)s1
  D1 antag: -15
  LDHA block: -2
  Vif-APOBEC3G blk: 1%
  Vif-APOBEC3F blk: -9%
  RXFP1 ag: 4.2%
  D1 ag: 3
  D2 PAM: nt
  D1 potentiator: 1
  Glioma ERSR ind: 4%
32	CN(CCOc1ccc(Cl)cc1)C(=O)C1=CC=CN2CCS(=O)(=O)N=C12
  D1 antag: nt
  LDHA block: -2
  Vif-APOBEC3G blk: 1%
  Vif-APOBEC3F blk: -3%
  RXFP1 ag: nt
  D1 ag: nt
  D2 PAM: nt
  D1 potentiator: nt
  Glioma ERSR ind: -1%

Continued:
nr	SMILES	D1 antag	LDHA block	Vif-APOBEC3G blk	Vif-APOBEC3F blk	RXFP1 ag
37	O=C(Nc1nc(-c2ccco2)c(-c2ccco2)s1)c1cnccn1	-2	0	-8%	2%	-1.4%
38	O=C(CCN1CCOCC1)c1ccccc1	1	-5	-14%	-5%	0.9%
39	O=C(Nc1nc(-c2ccccc2)cs1)C1CCCN(S(=O)(=O)c2ccccc2)C1 (centres undefined)	-15	1	0%	-1%	0.2%
40	Cc1ccc(S(=O)(=O)NNC(=O)c2sc3nc(C)cc(C)c3c2-n2cccc2)cc1	6	3	0%	5%	2.4%
41	CSC1=NSC2=NC(=O)/C(=C\c3ccc(OC(=O)c4ccco4)cc3)C(=N)N12	-10	-1	-4%	-3%	-0.7%
42	CC(=O)n1nc(-c2cccnc2)nc1NCc1cccs1	-8	-3	0%	1%	6.0%
43	N/C(=N\OC(=O)c1ccc2c(c1)OCO2)c1ccc(Br)cc1	-8	-4	-9%	14%	0.2%
44	Cc1cccc(C)c1Nc1nnc(SCC(=O)NCc2cccs2)s1	-6	-1	-4%	0%	-0.3%
45	CCC1C/C(=C/c2ccco2)C(=O)/C(=C/c2ccco2)C1 (centres undefined)	10	nt	nt	nt	0.0%
46	COCCCNC(=O)Cn1c(=O)n(-c2ccc(C)cc2)c(=O)c2c1c1cc(C)ccc1n2C	9	-1	0%	-5%	18%
47	O=C(Nc1ccc(N2CCN(C(=O)c3cccs3)CC2)cc1)c1ccccc1F	-1	-2	-26%	7%	-0.4%
48	O=C1c2ccsc2SCCN1Cc1c(F)cccc1Cl	4	-7	1%	0%	-1.6%

nr	D1 ag	D2 PAM	D1 potentiator	Glioma ERSR ind
37	0	5	-4	-5%
38	2	20	2	-1%
39	12	3	-8	-3%
40	3	2	-10	-2%
41	4	-11	-6	7%
42	1	10	5	-3%
43	0	-7	3	2%
44	7	11	-4	-4%
45	37*	7	1	nt
46	-1	-11	-1	3%
47	0	16	-3	2%
48	0	1	10	-2%

New compounds follow
nr	SMILES	D1 antag	LDHA block	Vif-APOBEC3G blk	Vif-APOBEC3F blk	RXFP1 ag
49	CCn1c(O)c(C=Nc2ccccc2)n(-c2ccccc2)c1=S	-4	1	-22%	-11%	2.9%
50	CCC(C)(C)C(=O)Nc1nnc(CCc2ccccc2)s1	-2	-8	-1%	-4%	0.0%
51	CC(C)c1ccc(NC2CCCN(C(=O)CCn3cnnn3)C2)cc1 (centres undefined)	-18	10	-3%	-22%	-1.6%
52	c1ccc2nc(-c3ccc(N4CCOCC4)cc3)ccc2c1	-5	-3	2%	-5%	9.2%

nr	D1 ag	D2 PAM	D1 potentiator	Glioma ERSR ind
49	-1	2	-5	-6%
50	3	1	-1	4%
51	3	-5	2	-5%
52	2	3	-4	-7%
